Screens as filed in PubChem BioAssay.
DAGLB inh = DAGLB lipase inhibitors, primary screen, biochemical, fluorescence, HTS; Diacylglycerol lipase-beta (Homo sapiens), Q8NCG7; HEK293T DAGLB membrane lysate, EnzChek fluorogenic substrate; inhibition, % at 5.17 µM; 0.059% of 340,000 active; AID 504411, 2011; in the data active = inhibition above about 34%;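 also: 0% = enzyme with vehicle and 100% = wells lacking enzyme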
V-ATPase pH = regulators of yeast V-ATPase proton pumping, primary screen, pHLuorin cytosolic pH fluorescence; 0.37% of 350,000 active; S. cerevisiae; response, % at 10 µM; in the data active = response mostly above about 7.3%, no sharp cut-off; inactive = mostly below about 5.4%; also: actives read high; inactives centre near 0; some compounds called inactive have numbers as strong as hits
RTF Ca sens inh = cardiac RTF calcium sensitivity inhibitors, primary screen, biochemical, IANBD-TnC fluorescence, EC70 calcium; Troponin I, cardiac muscle (Homo sapiens) + Troponin T, cardiac muscle (Homo sapiens) + …; IANBD-labeled cardiac RTF, Ca2+ fluorescence; inhibition, % at 7.15 µM; 0.12% of 340,000 active; AID 493244, 2011;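 active = inhibition above the mean inhibition of all tested compounds plus 3 SD, cut at about 17% in these data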;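 also: assay run at fixed EC70 calcium of 1.6 mM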
Arrestin-AP2 inh = inhibitors of beta-arrestin/AP2 binding, primary screen, biochemical, GPCR trafficking, flow cytometry. beta-arrestin 1 C-terminal peptide binding to AP2 beta2-adaptin appendage (human). inhibition, % at 10 µM. 0.31% of 340,000 active. FITC-arrestin peptide / GST-AP2 beads; AP2 beta2 appendage carries R879A mutation;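 active = inhibition above a set limit, near 3 SD of compounds lacking own fluorescence, cut at about 54% in these data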;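 also: plate controls were DMSO wells for no effect and 5 µM unlabelled arrestin peptide for full effect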
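System: GST-AP2 R879A glutathione beads. Medium: PBS with 0.05% Tween 20 and 0.1% BSA. Also added: FITC-arrestin peptide, 50 nM. Incubation: 12 min plus 1 h, RT. Measured by: high-throughput flow cytometry of beads, ex 488, em 535 nm. Evaluation: percent drop in bead-associated FITC signal.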
LANA DNA inh = inhibitors of KSHV C-LANA binding to DNA, primary screen, biochemical, fluorescence polarization, FAM-LBS DNA, MBP-C-LANA, single point | Kaposi's sarcoma herpesvirus LANA C-terminal domain (residues 932-1162) DNA binding | inhibition, % at 9 µM | 0.078% of 340,000 active | AID 504423, 2011;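 active = highest replicate inhibition at or above 60% at 9 µM, even if other replicates fall short; inactive = all replicates below 60% inhibition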;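 also: 0% = neutral control wells and 100% = 4 µM acridine orange control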
NSD2 inh = NSD2 histone methyltransferase inhibitors, primary screen, biochemical, AlphaScreen, single concentration, set 2. Histone-lysine N-methyltransferase NSD2 (Homo sapiens), O96028. NSD2 peptide methylation, 120 min. inhibition, % at 12.5 µM. 0.54% of 310,000 active; in the data active = inhibition above about 50%
CAL PDZ FP-1 = untagged CAL PDZ binding inhibitors, primary screen, biochemical, fluorescence polarization, HTS | Golgi-associated PDZ and coiled-coil motif-containing protein (Homo sapiens), Q9HD26 | purified CAL PDZ, TMR-peptide fluorescence polarization, 1 h | inhibition, % at 24.9 µM | 0.92% of 300,000 active | AID 602252, 2012;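 active = mean inhibition of at least 30% with at least half of replicates also reaching 30%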;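 also: 0% = DMSO neutral control and 100% = excess unlabeled competitor peptide PRC23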
CAL PDZ FP-2 = CAL PDZ peptide-binding inhibitors, primary screen, biochemical, fluorescence polarization, Cer-tagged CAL PDZ, HTS; purified CAL PDZ, TMR-peptide fluorescence polarization, 1 h; inhibition, % at 20 µM; 0.02% of 330,000 active; AID 504414, 2011;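 active = highest replicate inhibition of at least 40%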;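 also: plate controls were DMSO neutral control wells for no effect and unlabeled competitor peptide control wells for full effect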
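Test system: tagged CAL PDZ domain / Buffer or medium: sodium phosphate/NaCl buffer pH 7.4 with TCEP, IgG, Thesit / Reagent: TMR-labelled reporter peptide T*-PRC34 bound in PDZ groove / Compound dosing: single point, 20 µM / Schedule: 1 h incubation at room temperature before polarization reading / Technique: fluorescence polarization (mP) / Benchmarks: unlabelled peptide, DMSO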
Pemphigus Ab inh = inhibitors of pemphigus antibody binding to DSG3, primary screen, biochemical, bead-based, flow cytometry, scFv-GFP. DSG3-coupled beads, scFv-anti-DSG3-GFP binding; active compounds read low. 0.48% of 310,000 active. binding (percent of control), % at 10 µM. AID 588358, 2011;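 active = binding more than 3 SD below its plate's average and above zero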;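 also: hits lower antibody fragment binding to DSG3; some compounds called inactive have numbers as strong as hits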
Target sequence (P32926 whole entry, looked up, the tested form may be a part): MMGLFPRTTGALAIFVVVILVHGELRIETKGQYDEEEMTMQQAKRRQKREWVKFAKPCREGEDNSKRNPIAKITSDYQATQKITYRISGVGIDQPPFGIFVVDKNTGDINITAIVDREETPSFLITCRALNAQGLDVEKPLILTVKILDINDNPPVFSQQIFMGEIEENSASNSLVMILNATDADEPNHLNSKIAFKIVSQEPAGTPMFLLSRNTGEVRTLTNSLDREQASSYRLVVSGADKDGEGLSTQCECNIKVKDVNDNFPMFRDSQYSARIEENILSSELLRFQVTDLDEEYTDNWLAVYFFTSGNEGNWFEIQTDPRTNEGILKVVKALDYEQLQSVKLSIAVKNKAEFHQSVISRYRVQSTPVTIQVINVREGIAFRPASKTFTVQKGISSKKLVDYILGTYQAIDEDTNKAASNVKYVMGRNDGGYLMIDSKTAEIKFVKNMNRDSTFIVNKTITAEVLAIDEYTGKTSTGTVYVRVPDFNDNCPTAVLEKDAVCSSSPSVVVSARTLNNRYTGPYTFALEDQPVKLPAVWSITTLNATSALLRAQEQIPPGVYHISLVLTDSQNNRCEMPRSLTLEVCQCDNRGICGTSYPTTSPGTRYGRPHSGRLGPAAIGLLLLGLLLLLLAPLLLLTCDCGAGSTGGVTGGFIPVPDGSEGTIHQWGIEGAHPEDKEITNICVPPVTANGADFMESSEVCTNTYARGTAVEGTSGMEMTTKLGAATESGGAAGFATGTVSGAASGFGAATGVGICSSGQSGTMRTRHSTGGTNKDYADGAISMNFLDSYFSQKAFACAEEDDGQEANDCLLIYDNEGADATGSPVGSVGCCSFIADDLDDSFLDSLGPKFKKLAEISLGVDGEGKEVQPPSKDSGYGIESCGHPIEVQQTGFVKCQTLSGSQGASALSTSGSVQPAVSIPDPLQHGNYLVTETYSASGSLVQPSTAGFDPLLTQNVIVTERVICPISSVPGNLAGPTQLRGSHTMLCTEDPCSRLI
Keap1-Nrf2 PPI = Keap1-Nrf2 protein-protein interaction inhibitors, primary screen, biochemical, fluorescence polarization, single point; inhibition, % at 9.4 µM; Keap1 Kelch-Nrf2 peptide fluorescence polarization, 1536-well; 0.15% of 340,000 active; AID 504523, 2011; in the data active = inhibition above about 12%;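 also: human Keap1 Kelch domain with fluorescein labeled Nrf2 9mer peptide probe; 0% = neutral control wells and 100% = peptide positive control; higher means more block of Keap1 binding to Nrf2 peptide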
* marks the source's active call; other numbers are inactive results; x = no result given. Not all compounds are listed; the hit share may differ from the screen's.

DAGLB inh	V-ATPase pH	RTF Ca sens inh	Arrestin-AP2 inh	LANA DNA inh	NSD2 inh	mol	CAL PDZ FP-1	CAL PDZ FP-2	Pemphigus Ab inh	Keap1-Nrf2 PPI
-5	-3	1	-5	-0.3	-5	COc1ccc(CC(=O)N(c2ccccc2)c2nc(C)cs2)cc1	-10	-1.2	96	-5
0	0	-7	-3	-0.2	-2	C=CCn1c(SCC(=O)O)nnc1-c1cccc(Cl)c1	0	-1.5	x	-2
1	2	-6	5	1.5	x	CCN(C[C@H]1N[C@@](CC)(C(=O)OC)[C@H]2C(=O)N(C)C(=O)[C@@H]12)S(=O)(=O)c1ccccc1	-1	-0.9	100	-4
-4	0	-18	-13	-0.2	5	CCN(CC)c1ccc(S(=O)(=O)N2CCOCC2)cc1NC(=O)CN1CCN(Cc2ccccc2)CC1	0	-3.6	93	-5
-1	-1	5	12	2.3	-1	O=C(CSc1nnc2ccccn12)NC(=O)Cc1ccccc1	0	-1.1	109	-3
-1	1	-4	9	1.3	0	CCc1ccc(Nc2nc(N)nc(CSc3nnnn3-c3ccccc3)n2)cc1	0	-0.1	102	0
1	0	-1	-1	2.2	3	Nc1nnc(CC(=O)N/N=C/c2ccc(-c3ccccc3)o2)s1	-3	-2.1	88	5
4	0	-1	18	0.6	-2	COc1ccc(/C=C/C(=O)OCC(=O)NC2CCCC2)cc1OC	x	-0.4	96	-2
1	1	-7	0	1.6	-18	CCOC(=O)CNC(=O)Cn1cnc2ccc(S(=O)(=O)N3CCC(C)CC3)cc2c1=O	-2	-1.8	101	7
1	1	0	-6	-1.5	15	CCN(CC)CCCNc1nc(-c2ccccc2)nc2ccccc12	3	-0.7	109	-4
-22	0	-197	-8	1.5	-3	CCN(CC)c1ccc2c(c1)OC(N)=C(C#N)C2c1cccnc1 (configuration not stated)	1	-1.7	129	-76
1	-2	3	-1	1.8	-1	COCCNC(=O)CCn1nc(-c2ccc(Cl)cc2)ccc1=O	-1	-0.3	113	-5
1	7	-13	41	1.8	-3	O=C(Nc1cccc(C(F)(F)F)c1)c1cncs1	0	-1.9	95	1
2	-3	x	x	x	31	Cn1cnc2ncnn2c1=S	x	x	104	x
1	2	-10	-3	-1.0	-1	O=C(CC12CC3CC(CC(C3)C1)C2)N1CCCC1	0	-2.2	120	0
2	0	-1	-8	1.4	-1	O=C(Nc1ccc(OC(=O)c2ccncc2)cc1)c1ccncc1	0	-1.1	109	-6
-4	15	-11	2	1.0	-15	CC1SCCN1S(=O)(=O)c1ccc2ccccc2c1 (configuration not stated)	27	0.4	102	-1
-1	-2	-9	-10	-0.9	0	COc1ccc(/C=N/NC(=O)c2cccc([N+](=O)[O-])c2)cc1O	4	-0.8	104	-8
5	3	-15	3	1.4	0	Cc1ccc(OCCCC(=O)Nc2ccc(S(=O)(=O)Nc3cc(C)on3)cc2)cc1	-7	-0.9	x	-1
-1	-3	4	-4	-1.5	-1	O=C(O)C1OCC2(CO1)COC(C(=O)O)OC2 (configuration not stated)	-3	-1.1	93	1
3	3	-1	-10	0.3	1	O=C(CSc1nnc(-c2ccc(Cl)cc2Cl)n1C1CCCCC1)NC1CCS(=O)(=O)C1 (configuration not stated)	2	-0.6	100	-9
-15	3	3	-8	0.3	-5	Cc1cccc(OCCCC(=O)Nc2ccccc2C(F)(F)F)c1	-5	x	101	-7
-3	1	0	-4	0.2	x	CC1(C(=O)NCCc2c[nH]c3ccccc23)C=CCN1C(=O)c1ccccc1 (configuration not stated)	-2	-1.1	98	-1
-1	1	2	19	0.4	x	CCOC(=O)N1CCC(NC(=O)c2ccc(NC(=O)C3CCCO3)cc2)CC1 (configuration not stated)	10	1.2	99	-1
7	5	-7	9	-0.4	4	Nc1cccc(C2=Nc3cccc4cccc(c34)N2)c1	3	-1.1	84	-2
-9	5	-8	-4	-0.6	6	O=C(/C=C/c1cccc(Br)c1)NCC1CCCCC1	-5	-2.8	x	-2
-6	3	-3	18	1.2	-1	O=C(OCC(=O)N1CCN(C(=O)c2ccco2)CC1)c1ccc(Cl)c(Cl)c1	-3	0.0	x	0
-2	1	-2	8	2.7	0	CN(C)c1ccc(C(=O)OCC(=O)Nc2ccc(S(N)(=O)=O)cc2)cc1	-2	0.8	106	-3
4	-2	-10	21	-0.4	x	S=C(Nc1ccccc1)c1nc2ccccc2s1	-3	-2.3	83	-1
-1	-3	-5	-7	0.0	-1	CCCCc1ccc(NC(=O)CSc2nc(=O)n(CCN(CC)CC)c3c2CCC3)cc1	3	-2.4	105	1
2	4	-9	-6	-0.6	-3	N#Cc1ccc(-c2ccc(Cl)cc2)nc1Oc1ccc(F)cc1	1	-2.4	98	-3
1	-1	-2	21	-0.3	0	Cc1ccc(OC(C)c2nnc(N)s2)cc1Cl (configuration not stated)	-3	0.1	98	-2
-5	2	-4	1	-1.4	x	COc1ccc(-c2noc(N3CCC(C(=O)N(C)c4ccccc4C)CC3)n2)cc1	x	-1.9	99	-6
-1	-4	11	9	0.6	3	O=C(CN1CCN(c2ccccc2F)CC1)NC(=O)NCc1ccco1	44*	0.0	100	-2
0	1	-10	-13	-1.3	-1	COc1ccc(/C=C/C(=O)OCC(=O)N2CC(=O)Nc3ccccc32)cc1S(=O)(=O)N1CCOCC1	-2	0.7	97	3
-1	x	2	1	-1.0	0	Cc1ccn2c(CNCCn3cccn3)c(C(=O)N3CCCCCC3)nc2c1	0	-2.4	109	1
2	1	-4	22	-0.3	-2	CC(Oc1ccc(-c2nnco2)cc1)C(=O)N1CCOCC1 (configuration not stated)	3	0.5	98	-6
0	-3	-5	11	0.4	-1	CCN1CCN(CC(=O)N2N=C(c3cccs3)CC2c2ccc(F)cc2)C(=O)C1=O (configuration not stated)	-3	-0.3	97	-4
6	1	-4	x	-3.0	3	COc1ccc(/C=C2/C(=O)N(Cc3ccccc3)N=C2C)cc1	-2	-2.8	106	-3
2	2	-27	-5	0.4	-3	O=C(O)c1ccc(Cn2cnc3sc4c(c3c2=O)CCCC4)cc1	-3	-0.1	105	-5
0	1	-1	-2	-0.5	2	CCc1cccc2c(C(=O)C(F)(F)F)cn(CC(=O)N3CCOCC3)c12	3	-1.0	100	4
0	0	7	16	0.4	-2	CO/N=C/C(C#N)=C/c1cc(C(=O)c2ccccc2)cn1C	-5	-2.2	98	-4
0	-5	-2	21	-2.1	17	CC(C)C(=O)NC(NC(=S)Nc1cccc2cccnc12)C(Cl)(Cl)Cl (configuration not stated)	-6	-0.8	101	-2
-4	-2	-8	4	-0.7	-1	Cc1ccc(OCCNC(=O)c2ccccc2OCc2c(C)noc2C)cc1	x	-0.7	94	1
-11	-3	0	-2	2.6	11	COc1cc([N+](=O)[O-])ccc1NC(=O)CCCOc1cccc(C)c1	-5	-2.0	94	6
2	2	-11	1	1.4	-1	COc1cc(CNCc2cccs2)ccc1OCc1ccccc1	-2	-0.8	104	-3
3	4	8	9	0.5	-4	O=C(Nc1ccc2nc(-c3ccccc3)[nH]c2c1)c1ccco1	-8	-5.9	99	-1
-1	0	0	3	0.4	x	O=C(/C=C/N1CCOCC1)c1cc2ccccc2o1	-6	-4.7	103	0
-1	-2	-8	0	0.1	x	COCCNS(=O)(=O)c1cccc2cccnc12	x	0.6	105	1
0	x	-13	12	0.9	-1	COc1ccc(CSc2nc(CSC)cc(N3CCOCC3)n2)cc1	0	-1.0	102	-1
2	-2	-2	-1	-0.1	-3	COC(=O)c1ccc(Cl)c(NC(=O)CSc2nnc(-c3ccncc3)o2)c1	-5	-1.2	97	2
1	-2	-11	2	0.8	-5	COc1ccc(CC(=O)Nc2c3c(nn2-c2cccc(C)c2C)CS(=O)C3)cc1OC (configuration not stated)	0	-1.0	108	-2
1	-4	-10	-12	-0.2	1	COc1ccc(C(C(=O)NCC2CCCO2)N(C(=O)Cn2nnc3ccccc32)c2ccccc2C(C)=O)cc1OC (configuration not stated)	-4	-3.8	116	0
-5	7	3	-8	-2.6	-3	Cc1cc(-c2nc(C)c(C(=O)NN)s2)no1	-8	-0.7	108	0
-1	0	-1	3	0.0	1	COc1ccc(S(=O)(=O)NCCc2cn3nc(C)c(C)nc3n2)cc1F	x	0.4	100	2
-2	-3	0	4	-1.1	-1	COc1ccc(-c2noc(C3CCCN(C(=O)c4c(F)cccc4F)C3)n2)cc1OC (configuration not stated)	-2	-1.5	101	3

A portion of the results above:
DAGLB inh	V-ATPase pH	RTF Ca sens inh	Arrestin-AP2 inh	LANA DNA inh	NSD2 inh	mol	CAL PDZ FP-1	CAL PDZ FP-2	Pemphigus Ab inh	Keap1-Nrf2 PPI
-3	1	0	-4	0.2	x	CC1(C(=O)NCCc2c[nH]c3ccccc23)C=CCN1C(=O)c1ccccc1 (configuration not stated)	-2	-1.1	98	-1
-1	1	2	19	0.4	x	CCOC(=O)N1CCC(NC(=O)c2ccc(NC(=O)C3CCCO3)cc2)CC1 (configuration not stated)	10	1.2	99	-1

(listing goes on)
DAGLB inh	V-ATPase pH	RTF Ca sens inh	Arrestin-AP2 inh	LANA DNA inh	NSD2 inh	mol	CAL PDZ FP-1	CAL PDZ FP-2	Pemphigus Ab inh	Keap1-Nrf2 PPI
-6	4	-9	36	0.1	x	CSc1ccc(C2=CC(=O)C[C@H](c3ccc4c(c3)OCO4)C2)cc1	-15	-4.3	101	0
-4	0	-4	19	3.2	x	COc1ccc(NC(=O)c2nc[nH]c2C(=O)N[C@H](C)c2ccccc2)cc1	-2	-0.1	108	-5
0	0	7	17	-1.3	18	CCCCN(C(=O)CSc1nnc(-c2ccc(OC)cc2)n1CC)c1c(N)n(Cc2ccccc2)c(=O)[nH]c1=O	-4	-2.5	85	-5
-1	3	-4	-4	-0.3	8	C=CCC(O)(CCN1CCCCC1)c1ccccc1 (configuration not stated)	1	-0.6	109	1
-5	0	6	-4	4.7	3	CCOC(=O)c1c(NC(=O)CSc2nnc3c(Cl)cc(Cl)cn23)sc2c1CCC2	0	-2.1	105	-7
-13	2	6	8	0.5	x	CCN=c1scc(-c2ccccc2)n1/N=C/c1ccccn1	-2	-0.1	85	-4
1	1	4	5	0.5	0	COc1ccc(/C=C/c2nc(C)c(-c3ccccc3)c(=O)[nH]2)cc1OC	4	-1.7	99	-4
